Pf apPOL block – Pf-apPOL DNA polymerase inhibition | Recombinant Pf-apPOL, molecular beacon fluorescence, 1.5 h | inhibition, % at 10 µM | actives 0.25% (n = 210,000)
mHTT CaM bind – disrupts binding of mutant huntingtin to calmodulin; P42858; AlphaScreen His-mHTT/GST-CaM binding, luminescence; actives 3.6% (n = 190,000); AID 1671202; inhibition, % at 15 µM;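 further: 0% = both proteins with DMSO and 100% = one protein alone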
Active calls of the source: *; . = not tested or not shown; & = joins results of further samples. No stated cut-off is given here; in the data, active means inhibition above about 50%; inactive means the rest.

SMILES | Pf apPOL block | mHTT CaM bind
Cn1c(=O)c2c(nc(SCc3ccc([N+](=O)[O-])cc3)n2C)n(C)c1=O | -2 | -3
CCCOc1ccc(C(=O)Nc2ccccc2Cl)cc1 | -4 | -23
CCCCC(=O)Nc1c2c(nn1-c1ccc(C)cc1)CS(=O)(=O)C2 | -5 | 5
O=S(=O)(NCc1ccc2c(c1)OCO2)c1ccc2[nH]c3c(c2c1)CCCCC3 | -5 | 96*
CCOC(=O)CCc1ccc(OCc2ccccc2)c(I)c1 | -5 | .
N#Cc1c(N)sc2c1CCC2 | 1 | 3&9
Cc1cc(NC(=O)c2ccc(Cl)cc2)c(C)cc1O | -8 | -5
CCN1CCN(C(=O)c2cc(S(=O)(=O)N3CCCCCC3)ccc2Cl)CC1 | 0 | 1
N#CCOc1ccc2c(c1)OCO2 | . | -1
COc1ccc(N2C(=O)CSC23CCN(C(=O)CCCl)CC3)cc1 | -1 | -3
O=C(CC1CCN(S(=O)(=O)c2ccc(Cl)s2)CC1)NCc1cccc(F)c1 | -1 | -6
O=C(c1ccc2c(c1)CCC(=O)N2Cc1ccccc1)N1CCCCC1 | -2 | 6
N#Cc1c(NC(=O)c2cnn3c(C(F)(F)F)cc(-c4ccco4)nc23)sc2c1CCCC2 | -6 | -3
COc1ccc(NC(=O)C2CC(=O)OC23CCCCC3)c([N+](=O)[O-])c1 (configuration not stated) | -9 | 3
Cc1ccc2cc(C3CC(c4ccco4)=NN3C(=O)CCCC(=O)O)c(Cl)nc2c1 (configuration not stated) | -6 | -1
COc1ccc(/C=C/c2ccc3cccc(O)c3n2)cc1C | -6 | 20
Cc1ccc(C(=O)C[n+]2cc(Br)cc3ccccc32)cc1 | 0 | 40
Cc1cc(C)c2nc(C)cc(Nc3ccc4c(c3)OCCO4)c2c1 | 8 | 10
Cc1noc(C)c1S(=O)(=O)N1CCC(CC(=O)NCCCOC(C)C)CC1 | -5 | 2
COCC(C)(O)CNC(=O)c1cn(C)nc1OC (configuration not stated) | -5 | -12
Cc1noc(CNC(=O)C2CCN(C(=O)c3ccc4ncsc4c3)CC2)n1 | -6 | -16
CC1(C)C2CCC1(C)C(OCC(O)CN1CCCCCC1)C2 (configuration not stated) | -5 | -2
CN(C)c1cccc(C(=O)N2CCC(CCOc3ccc(F)cc3)CC2)c1 | -2 | 93*
CS(=O)(=O)N1CCc2cc(NC(=O)Nc3ccc(Cl)cc3F)ccc21 | -4 | 4
COc1ccc(C2Nc3ccccc3NC3=C2C(=O)CC(c2ccc(Cl)cc2)C3)cc1 (configuration not stated) | -9 | 34
CCCC(NS(=O)(=O)c1ccc(C)cc1)C(=O)O (configuration not stated) | 2 | 1
C#CCCCN([C@@H](CC(C)C)C(=O)OC)S(=O)(=O)c1ccccc1Br | -5 | -3
CCc1nnc(NC(=O)CSC2=NC(=O)C(c3ccccc3)C(=O)N2)s1 (configuration not stated) | -2 | 3
c1ccc(Cc2nc(-c3ccccn3)no2)cc1 | -9 | 1
C=CCSc1nc2sc(C)c(C)c2c(=O)n1C | 15 | -22
CCS(=O)(=O)c1ccc2oc(=O)c(C=C(O)c3ccc(Cl)cc3)nc2c1 | -3 | 15
CC(C)N(C)C(=O)c1ccccc1N1CCC(NC(=O)NC(C)(C)C)CC1 | -10 | 8
Cc1ccc(C2OC3(C(=O)c4ccccc4C3=O)C3C(=O)N(Cc4ccccc4)C(=O)C23)cc1 (configuration not stated) | 2&-6 | 5&4
O=C(O)c1ccc(NC(=O)C2C3CCC(C3)C2C(=O)O)cc1 (configuration not stated) | 6 | 1
Cc1ccc(C(=O)N(C)C2CCCCC2)c(C2CCN(Cc3cccs3)CC2)n1 | 0 | 16
CCCN(CCC)C(=O)Cc1cccs1 | -7 | -2
Oc1ccccc1C=Nc1ccc(Nc2ccccc2)cc1 | 4 | 45
CC1(C(=O)NCc2ccc(F)cc2)CCCN(C(=O)c2ccc(F)c(F)c2)C1 (configuration not stated) | 4 | 1
CN1CCN(Cc2ccc(OCc3ccccc3)cc2)CC1 | 0 | 2
Cc1cc(NS(=O)(=O)c2cc(C(=O)O)ccc2F)n[nH]1 | -9 | 78*
CC(C)CC1C(=O)N(Cc2cn(CCC3OCCO3)nn2)CCS(=O)(=O)N1Cc1ccc(-c2cccc(N(C)C)c2)cc1 (configuration not stated) | 2 | 72*
CC(=O)N(CN1C(=O)CCC1=O)c1cccc(Cl)c1 | -6 | -2
COc1ccccc1N1CCN(Cc2cccc(OC)c2OC)CC1 | 0 | 1
Cn1c(=O)[nH]c(=O)c2c1nc(Br)n2Cc1ccc([N+](=O)[O-])cc1 | 2 | -1
CC(C(=O)N(C)Cc1ccccc1)N(c1ccccc1)S(C)(=O)=O (configuration not stated) | -17 | 0
COc1ccc(Nc2cc(C)nc3c(C)cc(C)cc23)c(OC)c1 | -9 | 4
Cc1ccc(NC(=O)c2csc(-c3ccc(N4CCCC4)nc3)n2)c(C)c1 | 1 | -9
O=c1sc(Nc2ccccc2)nc2ccccc12 | -2 | -4
Cc1noc(C)c1CCC(=O)N1CCN(c2ncnc3c2CCC3)CC1 | 0 | 0
Cc1cccc(C(=O)NC(NCc2ccccc2)C(Cl)(Cl)Cl)c1 (configuration not stated) | 0 | -11

(list continues)
SMILES | Pf apPOL block | mHTT CaM bind
CC(=O)C[C@H]1c2ccccc2S(=O)(=O)N1C1CCCC1 | -3 | 8
Cn1cc(CN2CCN(C(=O)c3c[nH]c4ccccc34)CC2)ccc1=O | 8 | 0
CC(=O)c1ccc(N2CCOCC2)c(F)c1 | -2 | -3
O=C1C(=Cc2ccccc2Cl)Oc2c1ccc(O)c2CN1CCCC1 | -6 | 0
COc1ccc(-c2c(C(F)(F)F)oc3cc(OS(C)(=O)=O)ccc3c2=O)cc1OC | 4 | 8
Cc1cccc(N2CCC(N=Cc3ccccc3O)=N2)c1 | 1 | 21
Cc1ccc(-c2cc(C(=O)N3CCOCC3)c3ccccc3n2)s1 | 0 | 10
COc1cc(OC)c(OC)cc1Br | -21 | .
COc1ccccc1C=CC=C1Oc2cc(O)ccc2C1=O | -6 | 1
O=C(N1CCCCC1)C12CC3CC(CC(Cl)(C3)C1)C2 | -1 | -5
Cc1[nH]c(C(=O)N2CCC(CC(=O)NCCC(C)C)CC2)c(C)c1C | -4 | -2
O=C(CCc1nc2ccccc2n(Cc2ccc(F)cc2)c1=O)NCc1cccs1 | 36 | 18
CNc1oc(-c2cccc([N+](=O)[O-])c2)nc1S(=O)(=O)c1ccccc1 | -2 | 2
CC(C)(C)C(=O)Nc1ccc(S(N)(=O)=O)cc1 | -9&-4 | .
CC(C)N1CCN(C(=O)c2n[nH]c3c2CNCC3)CC1 | -10 | 0
COc1ccccc1CNC(=O)c1ccc2c(c1)nc1n2CCC(C)C1 (configuration not stated) | -5 | 15
CSc1nc2c(sc3ccccc32)c(=O)n1Cc1ccc2c(c1)OCO2 | -5 | 2
COc1ccc(C(=O)N2CCn3c(C)nnc3C2)cc1OC | -6 | 1
Cc1cc(OCC(=O)n2cnnc2N)cc(C)c1Cl | -7&2 | 0&-1
Cc1nc(-c2ccc(N3CCN(C(=O)c4ccccc4F)CC3)nc2)sc1C | -2 | 2
FC(F)(F)c1ccc2cccc(C(F)(F)F)c2n1 | -4 | .
COC(=O)c1ccc(Oc2c(C)oc3c(CN4CCCCC4)c(O)ccc3c2=O)cc1 | -6 | 1
COc1ccc(OC)c(S(=O)(=O)c2ccc([N+](=O)[O-])cc2Cl)c1 | -10 | .
COc1ccc(/C=C2/N=C(c3ccc(Cl)cc3Cl)OC2=O)c(OC)c1 | -4 | 2
COc1ccc(C(=O)Nc2cccc(C(=O)Nc3nccs3)c2)cc1 | -9 | 1
CCC1CN2C=NC(N3CCN(C(=O)c4nn(C)c5ccccc45)CC3)=CC2=N1 (configuration not stated) | 4 | 24
CC1(C(=O)O)CC2C=CC1C2 (configuration not stated) | 1 | .
CCn1cc2c3c(cccc31)CN(C(=O)Nc1ccc(F)cc1)CC2 | -6 | -1
Clc1ccc(Nc2nc(C3CC3)cs2)cc1 | . | 26
CN(C)CC#Cc1cncc(C(=O)NN)c1 | 1 | .
Cn1nc(-c2nnc(-c3ccccc3F)o2)c2c1CCN(C(=O)c1ccc(F)cc1)C2 | -3 | 17
Cc1ncc(CO)c2cc(C(=O)Nc3ccc(F)cc3F)c(=N)oc12 | -1 | -3
COc1ccc(OC)c(CNc2ccc3c(c2)ncn3C)c1 | 1 | 5
CCS(=O)(=O)c1ccc(C(=O)Nc2nnc(Cc3ccc(Cl)s3)o2)cc1 | 0 | 1
Clc1ccccc1Cc1nc(-c2ccc3nncn3c2)no1 | 3 | 3
CC1(C)CC(=O)C(C=NCc2ccccn2)=C(O)C1 | 0 | -1
CCC(C(=O)N1CCC(c2cc3n(n2)CCCNC3=O)CC1)c1ccccc1 (configuration not stated) | 5 | -4
CC(C)(C)NC(=O)CSc1nc2c(c(-c3cccs3)c1C#N)CCCC2 | 0 | -12
COc1cccc(CNC(=O)C2CCc3nc(N4CCN(C(C)=O)CC4)sc3C2)c1 (configuration not stated) | 2 | 6
c1ccc(-n2nnnc2SCc2nc3ccccc3[nH]2)cc1 | -1 | -8

18 compounds already listed, arranged by molecular weight, lowest first.
SMILES | Pf apPOL block | mHTT CaM bind
CC1(C(=O)O)CC2C=CC1C2 (configuration not stated) | 1 | .
CN(C)CC#Cc1cncc(C(=O)NN)c1 | 1 | .
Clc1ccc(Nc2nc(C3CC3)cs2)cc1 | . | 26
CC1(C)CC(=O)C(C=NCc2ccccn2)=C(O)C1 | 0 | -1
FC(F)(F)c1ccc2cccc(C(F)(F)F)c2n1 | -4 | .
COc1ccc(OC)c(CNc2ccc3c(c2)ncn3C)c1 | 1 | 5
c1ccc(-n2nnnc2SCc2nc3ccccc3[nH]2)cc1 | -1 | -8
CCn1cc2c3c(cccc31)CN(C(=O)Nc1ccc(F)cc1)CC2 | -6 | -1
Cc1ncc(CO)c2cc(C(=O)Nc3ccc(F)cc3F)c(=N)oc12 | -1 | -3
COc1ccc(C(=O)Nc2cccc(C(=O)Nc3nccs3)c2)cc1 | -9 | 1
COc1ccc(/C=C2/N=C(c3ccc(Cl)cc3Cl)OC2=O)c(OC)c1 | -4 | 2
CCC(C(=O)N1CCC(c2cc3n(n2)CCCNC3=O)CC1)c1ccccc1 (configuration not stated) | 5 | -4
CC(C)(C)NC(=O)CSc1nc2c(c(-c3cccs3)c1C#N)CCCC2 | 0 | -12
CCC1CN2C=NC(N3CCN(C(=O)c4nn(C)c5ccccc45)CC3)=CC2=N1 (configuration not stated) | 4 | 24
Cc1nc(-c2ccc(N3CCN(C(=O)c4ccccc4F)CC3)nc2)sc1C | -2 | 2
CCS(=O)(=O)c1ccc(C(=O)Nc2nnc(Cc3ccc(Cl)s3)o2)cc1 | 0 | 1
Cn1nc(-c2nnc(-c3ccccc3F)o2)c2c1CCN(C(=O)c1ccc(F)cc1)C2 | -3 | 17
COC(=O)c1ccc(Oc2c(C)oc3c(CN4CCCCC4)c(O)ccc3c2=O)cc1 | -6 | 1

Additional structures:
SMILES | Pf apPOL block | mHTT CaM bind
COc1ccc(OCc2noc(CNC(=O)C3CC(=O)N(c4ccccc4)C3)n2)cc1 (configuration not stated) | 0 | 8
Cc1ccsc1/C=C(\C(=O)NCc1cccnc1)S(=O)(=O)c1ccccc1 | 2 | -3
O=C(COc1ccc(Cl)cc1Cl)Nc1ccon1 | 2 | -3
COCCNC(=O)C=CC(=O)O | -3 | -4
COc1cc(OC)c2c(-c3ccccc3)cc(=O)oc2c1C(CC(=O)N1CCOCC1)c1ccc2c(c1)OCO2 (configuration not stated) | -4 | 34
Cc1ccc2c(c1)N(C(C)C)N=C(C(=O)N1CCCCCC1)S2(=O)=O | 1 | -7
Cc1cccc(-c2noc(-c3c(O)c4ccc(F)cc4[nH]c3=O)n2)c1 | 0 | 2
Cn1c(=O)c2nc(SCC#N)n(C)c2n(C)c1=O | -4 | -11
Cc1cc(Cl)c2[nH]c3c(c2c1)CCCC3=O | -1 | -1
Cc1ccc(S(=O)(=O)CCC(=O)Nc2ncc(Br)s2)cc1 | 0 | 69*
CCC(=O)N1CCc2cc(S(=O)(=O)CCC(=O)Nc3ccc(C(F)(F)F)cc3)ccc21 | 0 | -3
COC(=O)Nc1ccc(-c2ccc(NC(=O)OC)c(C)c2)cc1C | 2 | -6
NC1CC(O)(CO)C(O)C(O)C1O (configuration not stated) | -5 | .
O=C(Nc1ccccc1C(=O)N1CCCC1)c1ccccc1 | -8 | -9
COc1ccc(C2C=C(Nc3ccc(F)cc3)C(=O)N2c2ccc(F)cc2)cc1 (configuration not stated) | 3 | 6
COc1ccc(N=Cc2ccccc2N2CCN(C)CC2)cc1 | 0 | .
CN(C)C(=O)CNC(=O)C1CCCCC1 | 2 | -2
O=C(CN1C(=O)/C(=C/c2ccc(Cl)cc2)Sc2ccccc21)NCCN1CCCCCC1 | -3 | 26
Cc1cc(N)ccc1N1C(=O)c2ccc(Cl)cc2C1=O | 0 | -2
NC(=O)CSc1nnc(-c2cccnc2)n1-c1ccccc1 | -5 | 0
O=c1oc2ccccc2cc1-c1nnc(NC2CCCCC2)s1 | -6 | -10
COc1ccc(OC)c(C(O)CN2CCN(c3cc(C)ccc3C)CC2)c1 (configuration not stated) | -4 | 11
Cc1ccc(C)c(OCC(=O)Nc2cccc(C(=O)O)c2)c1C | 0 | 0
COc1ccccc1N1CCN(C(=O)CN(c2cccc([N+](=O)[O-])c2)S(C)(=O)=O)CC1 | 1 | 2
COCCN=C1Nc2ncccc2NC12CCCN(C(=O)c1cccc(OC)c1)C2 (configuration not stated) | -2 | 2
Cc1nc2cc(NC(=O)Cn3nc(-c4ccc5c(c4)OCO5)ccc3=O)ccc2s1 | 0 | 30
COc1ccc2nc(C)cc(Nc3cccc(C)c3C)c2c1 | -8 | 5
O=c1cc(CSc2ccccn2)[nH]c(=O)[nH]1 | -9 | .
O=C(Cn1nc2ccc(Sc3cccc(F)c3)nn2c1=O)NCc1ccc(Cl)cc1 | -6 | -9
COc1ccc(C2=C/C(=C/c3cc(OC)c(OC)c(OC)c3)C(=O)O2)c(OC)c1 | 1 | -6
COc1ccc(N2C=C(C#N)S(=O)(=O)c3c(F)cccc32)cc1 | 0 | -2

Screens deposited in PubChem BioAssay by University of Kansas High Throughput Screening Laboratory.
